Screening data from PubChem BioAssay.
ELG1 genotox: induces genotoxicity in HEK293T cells with luciferase-tagged ELG1 | 1.3% of 330,000 active | Potency, µM (doses to about 46 µM), for inactives: top-dose activity change, positive = activation, usual class: activators | HEK293T ELG1-luciferase reporter, luminescence, 16 h; further: % of control where 0% means no effect; nearly all actives have a fitted effect of over 60% in size
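After overnight (16 hr) compound treatment at 37 °C, ELG1-luciferase HEK293T cells were lysed with ONE-Glo; luminescence quantified 30 min later at room temperature.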
RORg inh: ROR gamma (mouse) transcription inhibition; Drosophila S2 Gal4-RORgamma UAS-luciferase reporter, 20 h; Potency, µM (doses to about 53.6 µM), without a hit: at the top dose activity change, negative = inhibition, most hits filed as inhibitors; 5.4% of 310,000 active; AID 2551; further: on the % scale 0 is the no-effect control and ±100 the full control effect; nearly all actives have a fitted effect of over 60% in size
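Drosophila Schneider cells stably carrying a metallothionein-driven Gal4 DBD–ROR gamma fusion and a UAS-Photinus luciferase reporter were exposed to compound for 1 hr, then induced with copper sulfate (700 uM final) for 20 hr at ambient temperature before luminescence reading.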
uPA surface inh: cell surface uPA generation inhibition. 0.31% of 330,000 active. Potency, µM (doses to about 38.3 µM), for inactives: top-dose activity change, negative = inhibition, actives largely listed as inhibitors. AID 540303. cell surface uPA generation assay, qHTS; active means well fitted inhibition curve with a large enough effect; inconclusive means small, poorly fitted or top-dose-only effect; inactive means no such curve, though single readings can be large or run the other way; tested in mouse RAW 264.7 cells; further: on the % scale 0 is the no-effect control and ±100 the full control effect; nearly all actives have a fitted effect of over 55% in size
Gal4-VP16 FLuc: counter-screen for ROR gamma inhibitors: Gal4-VP16 reporter; Drosophila S2 Gal4-VP16 UAS-luciferase, luminescence, 20 h; Potency, µM (titrated, usually from 53.6 µM), for the others: at the top dose activity, negative = inhibition, actives largely listed as inhibitors; 3.5% of 310,000 active; AID 2546;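 further: Gal4-VP16 expression switched on by copper sulfate through the metallothionein promoter; on the % scale 0 is the no-effect control and ±100 the full control effect; nearly all actives have a fitted effect of over 50% in size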
FLuc counter: firefly luciferase modulation, counter-screen for miR-21 project | 6.9% of 360,000 active | Potency, µM (doses to about 57.5 µM), without a hit: at the top dose activity change, negative = inhibition, hits mostly inhibitors | purified FLuc, Km substrates, luminescence inhibition | P08659;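 further: plate controls were vehicle for no effect and reference inhibitor for full effect; nearly all actives have a fitted effect of over 55% in size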
Target sequence (P08659 whole entry, looked up): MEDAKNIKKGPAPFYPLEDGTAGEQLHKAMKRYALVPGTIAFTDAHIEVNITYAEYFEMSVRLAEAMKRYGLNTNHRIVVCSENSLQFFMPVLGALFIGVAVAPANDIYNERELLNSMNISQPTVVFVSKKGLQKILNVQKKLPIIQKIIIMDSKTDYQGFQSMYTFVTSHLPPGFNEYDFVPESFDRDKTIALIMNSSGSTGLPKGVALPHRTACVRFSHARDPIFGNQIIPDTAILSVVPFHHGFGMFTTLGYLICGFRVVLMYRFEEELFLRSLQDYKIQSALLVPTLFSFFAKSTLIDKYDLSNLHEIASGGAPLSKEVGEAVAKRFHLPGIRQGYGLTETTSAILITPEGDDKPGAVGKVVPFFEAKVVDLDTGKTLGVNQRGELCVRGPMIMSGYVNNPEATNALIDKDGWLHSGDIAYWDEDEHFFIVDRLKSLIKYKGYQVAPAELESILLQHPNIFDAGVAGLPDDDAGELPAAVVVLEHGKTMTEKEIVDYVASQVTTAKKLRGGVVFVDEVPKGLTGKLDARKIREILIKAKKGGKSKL
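Purified P. pyralis luciferase, 10 nM final, with Km-level 10 uM D-luciferin and 10 uM ATP in 50 mM Tris acetate pH 7.5, 10 mM Mg acetate, 0.01% Tween-20, 0.05% BSA; 6-point qHTS titration about 60 µM downward; luminescence read.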
Rab9 prom act: Rab9 promoter activation. AID 485297. Huh7 Rab9 promoter-luciferase reporter, luminescence, 24 h. Potency, µM (top dose mostly 9.22 µM), for inactives: at the top dose activation, negative = inhibition, usual class: activators. 2.8% of 320,000 active; further: % of control where 0% means no effect; nearly all actives have a fitted effect of over 60% in size
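Cells were plated at 1500 per well in reduced-serum medium with 10% FBS and left 2 h. Compound in DMSO was then added for 24 h at 37 °C. Reporter signal was read by luminescence after 10 min with luciferase detection reagent.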
NPC1 promoter act: activates the NPC1 promoter. Huh7 NPC1 promoter luciferase reporter, 24 h. Potency, µM (doses to about 9.22 µM), inactives show at the highest dose activation, hits mostly activators. 2.4% of 320,000 active. AID 485313;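 further: % of control where 0% means no effect; nearly all actives have a fitted effect of over 60% in size; reporter is driven by a mutant NPC1 promoter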
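Stable NPC1-promoter luciferase Huh7 line; cpd (DMSO) 24 h, 37 °C, 5% CO2; Amplite luciferase reagent 10 min RT; luminescence readout. qHTS format.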
BRCA1 expr act: increases BRCA1 expression | MCF7-BRCA1-FFLuc reporter, luminescence, 48 h; response scale: scaled: vehicle 0%, 10 µM genistein 100% | Potency, µM (titrated, usually from 46.1 µM), without a hit: at the top dose activation, actives largely listed as activators | 1.1% of 380,000 active; further: nearly all actives have a fitted effect of over 80% in size; some results filed as inactive show a strong effect at the top dose
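Reporter cells (MCF7, BRCA1 promoter-firefly luciferase) received library compounds across a concentration series for 48 h. End-point luminescence was measured and concentration-effect curves derived after normalization.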
MBNL1 CUG block: blocks human MBNL1 binding to CUG repeat RNA | 0.036% of 280,000 active | Q9NR56 | Potency, µM (top dose mostly 57.5 µM), without a hit: at the highest dose activity change, negative = inhibition, hits mostly inhibitors | TR-FRET MBNL1-His/biotin-(CUG)12 binding, 665/545 ratio; active means well fitted inhibition curve with a large enough effect in the signal ratio, with a control signal flat, not every such curve was filed as active; inconclusive means small, poorly fitted or top-dose-only effect, or effect the other way, or a change in a side signal; inactive means no such curve, though single readings can be large or run the other way; the % refers to the signal ratio; further: on the % scale 0 is the no-effect control and ±100 the full control effect
Target sequence (Q9NR56 whole entry, looked up): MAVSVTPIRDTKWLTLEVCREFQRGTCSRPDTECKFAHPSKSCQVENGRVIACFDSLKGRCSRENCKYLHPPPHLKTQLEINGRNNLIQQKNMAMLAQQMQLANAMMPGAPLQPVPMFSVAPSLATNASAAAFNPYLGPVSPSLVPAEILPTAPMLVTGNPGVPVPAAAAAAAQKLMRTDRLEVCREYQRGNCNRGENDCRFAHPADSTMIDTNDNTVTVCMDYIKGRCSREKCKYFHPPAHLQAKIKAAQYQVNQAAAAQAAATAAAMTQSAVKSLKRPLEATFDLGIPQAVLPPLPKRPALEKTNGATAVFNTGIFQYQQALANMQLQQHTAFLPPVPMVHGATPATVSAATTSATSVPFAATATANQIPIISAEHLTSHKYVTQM
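TR-FRET between His-tagged MBNL1 and biotin-(CUG)12 RNA, detected with Tb anti-His antibody (0.055 ng/ul) and streptavidin-XL665 (5 nM), 60 min at room temperature. Compounds titrated 92 nM to 58 uM; 665/545 nm ratio normalized to buffer and complex controls.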
p53 reactivator: restores transcriptional activity of mutant p53; H1299 p53-A138V BP100-luciferase reporter, luminescence, 24 h; Potency, µM (titrated, usually from 92.2 µM), for the others: at the top dose activity change, positive = activation, most hits filed as activators; 0.063% of 320,000 active; AID 504706; further: % of control where 0% means no effect; nearly all actives have a fitted effect of over 45% in size
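H1299 (p53-null), stable ts p53-A138V + BP100-Luc; 1000 cells/well, Opti-MEM/10% FBS; cpd 4 pt, 1:5; 24 h, 37 deg C, 5% CO2; detection reagent 10 min RT; luminescence.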
Starred values were filed as active, the others as inactive; & = joins results of further samples; [ ] = dose if it differs, or a comment. Unless noted, the call rests on the fitted dose curve; in most records, active means well fitted curve in the direction sought with a large enough effect; inconclusive means small, poorly fitted or top-dose-only effect, or another doubt; inactive means no such curve, though single readings can be large; an effect the other way counts as inactive or inconclusive. Potency means the concentration at half of the fitted maximal effect.

How did COCCN(CC(=O)NC1CCCCC1)C(=O)CSc1nc2ccccc2o1 do in these assays?
ELG1 genotox: -2%; RORg inh: -16%; uPA surface inh: -3%; Gal4-VP16 FLuc: -8%; FLuc counter: 3%; Rab9 prom act: 10%; NPC1 promoter act: -1%; BRCA1 expr act: -1%; MBNL1 CUG block: 2%; p53 reactivator: 23%

How did CCC(=O)NCCNc1nc2cc(C)cc(C)c2cc1C#N do in these assays?
ELG1 genotox: 5%; RORg inh: -25%; uPA surface inh: -4%; Gal4-VP16 FLuc: 2%; FLuc counter: 5%; Rab9 prom act: -8%; NPC1 promoter act: -6%; BRCA1 expr act: 5%; MBNL1 CUG block: 11%; p53 reactivator: -4%

What do the screens show for `CCc1cc(=O)oc2c(C)c(OCC(=O)NCCCN3CCOCC3)ccc12`?
ELG1 genotox: 7%; RORg inh: -17%; uPA surface inh: 3%; Gal4-VP16 FLuc: -9%; FLuc counter: -3%; Rab9 prom act: 1%; NPC1 promoter act: -3%; BRCA1 expr act: -1%; MBNL1 CUG block: -5%; p53 reactivator: -1%

Results for COc1ccccc1C(=O)NNC(=O)C(=O)NCc1ccccc1 ?
ELG1 genotox: -4%; RORg inh: inconclusive; uPA surface inh: 4%; Gal4-VP16 FLuc: 0%; FLuc counter: inconclusive; Rab9 prom act: -3%; NPC1 promoter act: 1%; BRCA1 expr act: 0%; MBNL1 CUG block: 11%; p53 reactivator: 4%

How did O=C(Nc1cccc2c1C(=O)NC2=O)c1cccc(N2C(=O)CCC2=O)c1 do in these assays?
ELG1 genotox: 0%; RORg inh: 22%; uPA surface inh: 13%; Gal4-VP16 FLuc: 4%; FLuc counter: -2%; Rab9 prom act: -1%; NPC1 promoter act: -2%; BRCA1 expr act: -11%; MBNL1 CUG block: inconclusive; p53 reactivator: 1%

How did CCc1ccc(NC(=O)CSc2nnc(Cc3cccn3C)n2-c2ccc(OC)cc2)cc1 do in these assays?
ELG1 genotox: -21%; RORg inh: inconclusive; uPA surface inh: 13%; Gal4-VP16 FLuc: 22%; FLuc counter: 7%; Rab9 prom act: -4%; NPC1 promoter act: -4%; BRCA1 expr act: -2%; MBNL1 CUG block: -4%; p53 reactivator: -4%

Results for Cc1ccc(-n2c(C)nn(Cc3ccc([N+](=O)[O-])cc3)c2=O)cc1 ?
ELG1 genotox: -6%; RORg inh: 42%; uPA surface inh: -1%; Gal4-VP16 FLuc: -10%; FLuc counter: -1%; Rab9 prom act: -2%; NPC1 promoter act: 1%; BRCA1 expr act: -26%; MBNL1 CUG block: 25%; p53 reactivator: -1%

What do the screens show for `Nc1nc(-c2cc(O)ccc2[N+](=O)[O-])cc(-c2ccccc2)c1[N+](=O)[O-]`?
ELG1 genotox: inconclusive; RORg inh: inconclusive; uPA surface inh: -12%; Gal4-VP16 FLuc: 13µM*; FLuc counter: 3%; Rab9 prom act: 0%; NPC1 promoter act: -5%; BRCA1 expr act: -37%; MBNL1 CUG block: 0%; p53 reactivator: -6%

Results for COc1cc(OC)c(NC(=S)NCc2ccccc2)cc1Cl ?
ELG1 genotox: -2%; RORg inh: 11µM*; uPA surface inh: -7%; Gal4-VP16 FLuc: inconclusive; FLuc counter: 2%; Rab9 prom act: -2%; NPC1 promoter act: 1%; BRCA1 expr act: -3%; MBNL1 CUG block: -2%; p53 reactivator: -1%

How did Cc1cc(C)cc(NS(=O)(=O)c2ccc3c(c2)C(C)(C)C(=O)N3C)c1 do in these assays?
ELG1 genotox: 3%; RORg inh: -18%; uPA surface inh: -11%; Gal4-VP16 FLuc: -5%; FLuc counter: 0%; Rab9 prom act: -5%; NPC1 promoter act: -6%; BRCA1 expr act: -7%; MBNL1 CUG block: 2%; p53 reactivator: 13%

How did Cc1nn(Cc2ccc(Cl)c(Cl)c2)c(C)c1NC(=O)c1sc2ccccc2c1Cl do in these assays?
ELG1 genotox: 1%; RORg inh: 3%; uPA surface inh: 2%; Gal4-VP16 FLuc: -6%; FLuc counter: -6%; Rab9 prom act: 30%; NPC1 promoter act: 14%; BRCA1 expr act: -74%; MBNL1 CUG block: 301%[activator]; p53 reactivator: 1%

What do the screens show for `c1coc(CNc2c3c(nc4ncnn24)CCCC3)c1`?
ELG1 genotox: -7%; RORg inh: 42%; uPA surface inh: -4%; Gal4-VP16 FLuc: -1%; FLuc counter: 3%; Rab9 prom act: -2%; NPC1 promoter act: -2%; BRCA1 expr act: -12%; MBNL1 CUG block: -8%; p53 reactivator: -10%

How did O=C(O)CCn1cc(/C=C\C(=O)c2ccc(Cl)cc2)c(-c2cccc(Br)c2)n1 do in these assays?
ELG1 genotox: -3%; RORg inh: inconclusive; uPA surface inh: -5%; Gal4-VP16 FLuc: inconclusive; FLuc counter: -3%; Rab9 prom act: -3%; NPC1 promoter act: 10%; BRCA1 expr act: -17%; MBNL1 CUG block: -8%; p53 reactivator: -16%

What do the screens show for `COc1ccc(Cl)cc1NS(=O)(=O)c1cc(Br)cnc1N`?
ELG1 genotox: 0%; RORg inh: 6%; uPA surface inh: 1%; Gal4-VP16 FLuc: -3%; FLuc counter: 1%; Rab9 prom act: -4%; NPC1 promoter act: 4%; BRCA1 expr act: -17%; MBNL1 CUG block: -1%; p53 reactivator: -8%

What do the screens show for `CCOC(=O)CC(NC(=O)CCc1c(C)nc2ncnn2c1C)c1ccc(C)cc1` (stereo not given)?
ELG1 genotox: 0%; RORg inh: 2%; uPA surface inh: 1%; Gal4-VP16 FLuc: -6%; FLuc counter: -2%&1%; Rab9 prom act: -1%; NPC1 promoter act: -7%; BRCA1 expr act: 3%&5%; MBNL1 CUG block: 6%; p53 reactivator: 4%

What do the screens show for `O=c1cc(CN2CCN(c3ccccc3F)CC2)c2cc3c(cc2o1)CCCC3`?
ELG1 genotox: -1%; RORg inh: 0%; Gal4-VP16 FLuc: 7%; FLuc counter: -9%; Rab9 prom act: -19%; NPC1 promoter act: -1%; BRCA1 expr act: 5%; MBNL1 CUG block: -2%; p53 reactivator: 4%

What do the screens show for `CCOC(=O)Cc1csc(NC(NC(=O)OCC)(C(F)(F)F)C(F)(F)F)n1`?
ELG1 genotox: 0%; RORg inh: -24%; uPA surface inh: 0%; Gal4-VP16 FLuc: 3%; FLuc counter: 1%; Rab9 prom act: -3%; NPC1 promoter act: -2%; BRCA1 expr act: -4%; MBNL1 CUG block: -4%; p53 reactivator: 1%

How did COc1ccc([N+](=O)[O-])cc1NC(=O)C(C)OC(=O)c1cccnc1Cl (stereo not given) do in these assays?
ELG1 genotox: -1%; RORg inh: -2%; uPA surface inh: -3%; Gal4-VP16 FLuc: -3%; FLuc counter: -2%; Rab9 prom act: -2%; NPC1 promoter act: 0%; BRCA1 expr act: -36%; MBNL1 CUG block: inconclusive; p53 reactivator: -3%

What do the screens show for `O=C1CCc2ccccc2N1Cc1ccccc1`?
ELG1 genotox: -3%; RORg inh: 0%; uPA surface inh: 0%; Gal4-VP16 FLuc: -10%; FLuc counter: -2%; Rab9 prom act: -3%; NPC1 promoter act: -6%; BRCA1 expr act: 6%; MBNL1 CUG block: -16%; p53 reactivator: 2%

How did CCOC(=O)c1ccc(NC(=O)CSc2nnc(-c3ccncc3)n2C)cc1 do in these assays?
ELG1 genotox: 3%; RORg inh: 41%; uPA surface inh: -2%; Gal4-VP16 FLuc: 3%; FLuc counter: inconclusive; Rab9 prom act: -3%; NPC1 promoter act: -2%; BRCA1 expr act: 19%; MBNL1 CUG block: 1%; p53 reactivator: 11%

How did O=C(CSc1nnc(-c2cccnc2)n1-c1ccccc1)N1CCN(c2ccc(F)cc2)CC1 do in these assays?
ELG1 genotox: -3%; RORg inh: 3%; uPA surface inh: -2%; Gal4-VP16 FLuc: 5%; FLuc counter: 4%; Rab9 prom act: -3%; NPC1 promoter act: 0%; BRCA1 expr act: 2%; MBNL1 CUG block: -9%; p53 reactivator: 4%

What do the screens show for `CC(C)N(C(=O)CSc1nnc(Cc2csc(Nc3ccccc3)n2)o1)C(C)C`?
ELG1 genotox: -8%; RORg inh: 0%; uPA surface inh: 6%; Gal4-VP16 FLuc: -1%; FLuc counter: -14%; Rab9 prom act: 10%; NPC1 promoter act: -4%; BRCA1 expr act: -22%; MBNL1 CUG block: -1%; p53 reactivator: -6%

What do the screens show for `S=c1[nH]nc(-c2ccccc2)n1/N=C/c1cccc(Cl)c1`?
ELG1 genotox: 3%; RORg inh: 5.6µM*; uPA surface inh: inconclusive; Gal4-VP16 FLuc: 4.5µM*; FLuc counter: -3%; Rab9 prom act: -4%; NPC1 promoter act: 2%; BRCA1 expr act: -45%; MBNL1 CUG block: 2%; p53 reactivator: -13%

Results for Cc1occc1C(=O)NNC(=S)Nc1ccccc1C(F)(F)F ?
ELG1 genotox: 4%; RORg inh: -33%; uPA surface inh: 6%; Gal4-VP16 FLuc: inconclusive; FLuc counter: -18%; Rab9 prom act: 2.8µM*; NPC1 promoter act: inconclusive; BRCA1 expr act: 52%; MBNL1 CUG block: -1%; p53 reactivator: inconclusive
